CendR NRP1 mod = NRP-1/CendR interaction modulation; FAM-RPARPAR peptide binding to NRP-1, fluorescence polarization; inhibition, % at 25 µM; 0.85% of 360,000 active; O14786;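 active = inhibition or corrected inhibition above about 18%, plus a signal ratio from 0.5 to 1.5, limit read from the data, passing the limit was not always enough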; note: strong numbers were not always called active
MLLE-PAM2 inh = inhibitors of microRNA-mediated deadenylation, human PABP1 MLLE binding; 0.36% of 360,000 active; inhibition, % at 20 µM; AID 588489; GST-MLLE / FITC-PAM2 fluorescence polarization; in the data active = inhibition above about 35%, passing the limit was not always enough;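 note: plate controls were DMSO wells with GST-MLLE for no effect and wells lacking GST-MLLE protein for full effect; some results filed as inactive read as strong as hits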
MT1-MMP act inh = MT1-MMP (human) activation inhibition | P50281 | HT1080 RFP-PRO-GFP cells, GFP/RFP ratio fluorescence, overnight; percent of plate control window, DMSO zero | GFP/RFP ratio change, % at 20 µM | 0.061% of 360,000 active;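 active = GFP/RFP ratio change of at least 30% with cell ATP level not reduced by more than half and red fluorescence within 50% of control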; note: strong numbers were not always called active
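Assay system: HT1080 RFP-PRO-GFP cells. Benchmarks: DMSO vehicle wells and RFP-L50D-GFP reporter cell wells. Times: overnight cell settling, then overnight compound exposure, 37 °C, 5% CO2. Compound: 20 µM single dose, 1% DMSO. Read-out basis: GFP/RFP fluorescence ratio.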
Neddylation inh = blocks human cullin neddylation; P61081+Q13564; calls only at 25 µM; TR-FRET cullin neddylation, biochemical; 0.58% of 360,000 active; in the data active = inhibition above about 36%
bovine MsrA act = activators of bovine methionine sulfoxide reductase A. purified bovine MsrA, absorbance read-out. activation, % at 10.6 µM. 0.3% of 360,000 active. AID 602163; in the data active = activation above about 7.5%;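 note: 0% = vehicle and 100% = reference activator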
Rin1 Abl inh = human Rin1-Abl interaction inhibition | P00519+Q13671 | TR-FRET Rin1/Abl binding, biochemical | inhibition, % at 7.35 µM | 0.4% of 360,000 active; in the data active = inhibition above about 5%, passing the limit was not always enough
SKN-1 block = blocks SKN-1 activity in C. elegans | C. elegans VP596 Pgst-4::GFP/RFP ratio, acrylamide-induced, 24 h | inhibition, % at 21.8 µM | 0.49% of 360,000 active | AID 624304;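 active = interference check ratio from 0.5 to 1.5 plus GFP to RFP signal ratio inhibition reaching or exceeding a fixed threshold, cut at about 30% in these data, passing the limit was not always enough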; note: some compounds called inactive have numbers as strong as hits
FAS-TE inh = inhibitors of human fatty acid synthase thioesterase domain | P49327 | recombinant FAS-TE, OMFH fluorogenic substrate, fluorescence endpoint | inhibition, % at 15 µM | 0.67% of 360,000 active;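 active = compounds whose normalised, plate-corrected inhibition of enzyme fluorescence in the single-dose primary screen is 50% or more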;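 note: 0% = DMSO with enzyme and 100% = substrate without enzyme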
E coli Lon inh = E. coli protease La inhibition. P0A9M0. purified E. coli Lon protease, fluorescence polarization. inhibition, % at 7.94 µM. 0.42% of 360,000 active. AID 602123; in the data active = inhibition above about 13%, passing the limit was not always enough;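 note: 0% = enzyme with probe and DMSO and 100% = no enzyme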
Target sequence (P0A9M0 whole entry, looked up): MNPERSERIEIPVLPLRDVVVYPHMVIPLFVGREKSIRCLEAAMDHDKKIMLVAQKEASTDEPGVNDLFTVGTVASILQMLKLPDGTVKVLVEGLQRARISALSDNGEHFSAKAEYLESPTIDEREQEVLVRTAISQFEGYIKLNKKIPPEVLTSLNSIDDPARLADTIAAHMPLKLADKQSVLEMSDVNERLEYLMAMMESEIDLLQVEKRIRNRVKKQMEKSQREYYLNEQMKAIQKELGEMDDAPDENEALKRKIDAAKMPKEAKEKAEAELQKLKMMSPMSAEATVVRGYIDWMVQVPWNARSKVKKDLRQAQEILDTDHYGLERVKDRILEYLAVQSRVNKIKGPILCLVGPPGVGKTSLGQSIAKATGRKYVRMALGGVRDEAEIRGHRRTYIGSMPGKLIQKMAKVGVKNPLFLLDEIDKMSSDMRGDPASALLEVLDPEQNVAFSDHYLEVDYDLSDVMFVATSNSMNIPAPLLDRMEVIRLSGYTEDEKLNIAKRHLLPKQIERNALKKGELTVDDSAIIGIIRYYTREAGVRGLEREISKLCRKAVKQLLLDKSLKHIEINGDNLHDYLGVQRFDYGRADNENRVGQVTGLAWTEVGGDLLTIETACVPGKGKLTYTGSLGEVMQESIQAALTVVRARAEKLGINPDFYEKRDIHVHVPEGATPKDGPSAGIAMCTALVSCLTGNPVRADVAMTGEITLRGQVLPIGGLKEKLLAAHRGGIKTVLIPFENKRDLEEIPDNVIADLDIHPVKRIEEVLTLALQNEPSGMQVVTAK
* hit, by the source's call; i = inactive; · = not tested or not shown.

A first look (two entries):
canonical_smiles | E coli Lon inh | MLLE-PAM2 inh | SKN-1 block | CendR NRP1 mod | bovine MsrA act | Rin1 Abl inh | FAS-TE inh | MT1-MMP act inh | Neddylation inh
COc1cc(C(=O)N(Cc2cc3cc(C)ccc3[nH]c2=O)CC2CCCO2)cc(OC)c1OC (configuration not stated) | -8 | 8 | 0 | 4 | -3 | 4 | -10 | 2 | i
Cc1ccccc1NP1(=O)OCCCN1Cc1ccccc1Cl (configuration not stated) | -6 | 0 | 10 | 13 | 2 | 2 | -2 | 1 | i

Results, from the start:
canonical_smiles | E coli Lon inh | MLLE-PAM2 inh | SKN-1 block | CendR NRP1 mod | bovine MsrA act | Rin1 Abl inh | FAS-TE inh | MT1-MMP act inh | Neddylation inh
COc1cc(C(=O)N(Cc2cc3cc(C)ccc3[nH]c2=O)CC2CCCO2)cc(OC)c1OC (configuration not stated) | -8 | 8 | 0 | 4 | -3 | 4 | -10 | 2 | i
Cc1ccccc1NP1(=O)OCCCN1Cc1ccccc1Cl (configuration not stated) | -6 | 0 | 10 | 13 | 2 | 2 | -2 | 1 | i
O=C(NN=C1CCCCCC1)c1c[nH]c2ccccc12 | 3 | -5 | 14 | 1 | -13 | 3 | 0 | -6 | i
Cc1cc(C)n2c(=O)[nH]nc2c1 | 0 | -18 | 25 | 1 | -1 | -3 | -8 | 6 | ·
CCNc1nc(Oc2ccc(=O)n(-c3ccccc3)n2)nc(N(C)C)n1 | -3 | 1 | 6 | 1 | 0 | -2 | -7 | 7 | i
O=c1c2ccccc2n2nnnc2n1-c1ccccc1 | 0 | 6 | -3 | 2 | -9 | 1 | -9 | -3 | i
O=C(NCCO)C(=O)NCC1CCCN1S(=O)(=O)c1cccs1 (configuration not stated) | -5 | 4 | -11 | 3 | 5 | -2 | -8 | -4 | i
Cc1cc(=O)c2c(o1)C(=O)c1occc1C2=O | 44 | 28 | -7 | 13 | -3 | 9 | -30 | 5 | i
Cc1nn(Cc2ccccc2)c(N)c1C#N | -6 | -2 | -6 | 4 | -7 | 1 | -10 | 2 | i
N#Cc1nnn2c1nc(N)c1c(Cl)cccc12 | 3 | 5 | 3 | 6 | 3 | 0 | 2 | 1 | i
CC(=O)N(Cc1cccnc1)c1cccc(-c2nc3ccccc3s2)c1 | -3 | -8 | -8 | -6 | -6 | -10 | -1 | 5 | i
CC(C)(C)C1=Nn2c(nnc2-c2ccco2)SC1 | 3 | -4 | -37 | -10 | -5 | 1 | -4 | -2 | i

Reprinted from the part before: 2 entries, followed by the next part.
canonical_smiles | E coli Lon inh | MLLE-PAM2 inh | SKN-1 block | CendR NRP1 mod | bovine MsrA act | Rin1 Abl inh | FAS-TE inh | MT1-MMP act inh | Neddylation inh
CC(=O)N(Cc1cccnc1)c1cccc(-c2nc3ccccc3s2)c1 | -3 | -8 | -8 | -6 | -6 | -10 | -1 | 5 | i
CC(C)(C)C1=Nn2c(nnc2-c2ccco2)SC1 | 3 | -4 | -37 | -10 | -5 | 1 | -4 | -2 | i
O=C(N=C1SCC(=O)N1c1ccccc1Cl)c1ccccc1 | 5 | -19 | 19 | 2 | -4 | -1 | 5 | 0 | i
O=C(Nc1cccc(C(F)(F)F)c1)c1cccnn1 | -2 | 0 | 19 | 15 | -4 | 1 | -9 | -2 | i
CCOC(=O)c1sc2cc([N+](=O)[O-])cc(SCC(C)C)c2c1N | -22 | -37 | 8 | -52 | -9 | 6 | -2 | -282 | i
CCOC(=O)c1c(NC(=O)c2cccs2)sc(CC)c1-c1cccs1 | -2 | 14 | 13 | 9 | -3 | -1 | 27 | -3 | ·
CCC(C)(C)NC(=O)C(OC(=O)c1cc2sccc2n1C)c1ccc(OC)cc1 (configuration not stated) | -5 | 0 | 9 | -2 | -1 | 0 | -2 | 10 | i
Cc1ccc(OCC2Cn3c(nc4c3c(=O)[nH]c(=O)n4C)O2)cc1C (configuration not stated) | 5 | 15 | -13 | 1 | -2 | 1 | -4 | -1 | i
CCCCCCn1c(N2CCC(C(N)=O)CC2)nc2c1c(=O)[nH]c(=O)n2C | -11 | 10 | 20 | 9 | -1 | 2 | -8 | -2 | i
N#CC1=C(O)CCCn2c1nc1ccccc1c2=O | 8 | 5 | 10 | -13 | -3 | -3 | -4 | 8 | i
CN1C(=O)CC2(CC(=O)N(Cc3ccccc3)C2)C1=O (configuration not stated) | -9 | -2 | 0 | 3 | -1 | 2 | -7 | 4 | i
CC(OC(=O)Cc1coc2ccc3ccccc3c12)C(=O)Nc1ncc(Cl)cc1Cl (configuration not stated) | -11 | -20 | 6 | -19 | -3 | 0 | 17 | 2 | i
C[C@@H]1CN([C@@H](C)CO)S(=O)(=O)c2ccc(C#CC(C)(C)O)cc2O[C@H]1CN(C)C(=O)C1CCCCC1 | -6 | 4 | -9 | 13 | 2 | 2 | 1 | 4 | i
CCCCSC(=O)Nc1ccccc1 | 0 | 6 | 31 | 15 | -4 | 0 | -5 | -3 | i
CCCCNC(=S)NNC(=O)c1cccnc1 | -6 | 2 | 12 | -4 | -1 | 4 | -5 | -1 | i
Cc1c(NC(=O)C2(c3ccccc3)CCOCC2)c(=O)n(-c2ccccc2)n1C | -10 | 10 | -6 | 4 | -14 | 2 | -15 | · | i
COc1cccc(-c2cnc(C(O)c3ccc(Cl)c(F)c3)[nH]2)c1 (configuration not stated) | -4 | -4 | 5 | -8 | -5 | -1 | 7 | 2 | i
CCCC(=O)Nc1ccc(NC(=O)CCc2ccccc2)cn1 | -2 | 11 | -3 | -11 | -11 | 5 | -13 | 2 | i
CC(C)(C)C(=O)[C@@H]1[C@@H]2C(=O)N(c3ccc4c(c3)OCCO4)C(=O)[C@@H]2C2c3ccccc3C=CN21 (some centres not stated) | -5 | 3 | 9 | -4 | -1 | 0 | -14 | 2 | i
CCN(CCO)Cc1csc2ccccc12 | -7 | 0 | 6 | 18 | -2 | -1 | -6 | 0 | i
Cc1cc(C)n2nc(C(=O)OCC(=O)N(CCC#N)c3ccc(F)cc3)nc2n1 | -5 | -2 | 12 | 10 | -4 | -2 | -2 | -8 | i
CC(C)[C@H](NC(=O)OCc1ccccc1)C(=O)OCc1ccccc1 | -2 | -2 | -9 | 2 | -3 | 1 | 18 | 1 | i
CCCCNC(=O)C(NC(=O)c1cccnc1)C(=O)c1ccccc1 (configuration not stated) | -10 | -2 | -1 | 7 | -3 | -2 | -12 | 1 | i
O=C(CN1CCN(C(=O)C2CCN(C(=O)/C=C/c3ccccc3)CC2)CC1)Nc1ccc(F)cc1 | -5 | -7 | 23 | 7 | -5 | 3 | -4 | 5 | i
O=C(NCCN1CCN(Cc2ccc([N+](=O)[O-])cc2)CC1)C(=O)Nc1ccccc1 | 6 | -3 | 6 | -6 | 0 | -2 | 4 | 5 | i
O=C(/C=C/c1ccc(F)cc1)Nc1cc(S(=O)(=O)N2CCOCC2)ccc1N1CCOCC1 | -2 | -22 | 3 | -9 | -2 | 0 | -4 | -1 | i

Single records (already shown). Screens in order: E coli Lon inh, MLLE-PAM2 inh, SKN-1 block, CendR NRP1 mod, bovine MsrA act, Rin1 Abl inh, FAS-TE inh, MT1-MMP act inh, Neddylation inh
Results for CCCCNC(=S)NNC(=O)c1cccnc1 = -6, 2, 12, -4, -1, 4, -5, -1, i
Results for COc1cccc(-c2cnc(C(O)c3ccc(Cl)c(F)c3)[nH]2)c1 (configuration not stated) = -4, -4, 5, -8, -5, -1, 7, 2, i
Results for O=C(NCCN1CCN(Cc2ccc([N+](=O)[O-])cc2)CC1)C(=O)Nc1ccccc1 = 6, -3, 6, -6, 0, -2, 4, 5, i
Results for CC(C)(C)C(=O)[C@@H]1[C@@H]2C(=O)N(c3ccc4c(c3)OCCO4)C(=O)[C@@H]2C2c3ccccc3C=CN21 (some centres not stated) = -5, 3, 9, -4, -1, 0, -14, 2, i
Results for CCN(CCO)Cc1csc2ccccc12 = -7, 0, 6, 18, -2, -1, -6, 0, i

The list goes on:
canonical_smiles | E coli Lon inh | MLLE-PAM2 inh | SKN-1 block | CendR NRP1 mod | bovine MsrA act | Rin1 Abl inh | FAS-TE inh | MT1-MMP act inh | Neddylation inh
CCOC(=O)COc1ccc(/C=C2/C(=O)NN(c3ccc(F)cc3)C2=O)cc1OC | 7 | 17 | 10 | -20 | -11 | -1 | 1 | · | i
CC[C@@H](C)[C@H](NC(=O)Cc1c(C)c2c(cc(C)c3c(C)c(C)oc32)oc1=O)C(=O)O | -4 | -9 | 2 | -7 | 0 | 0 | 0 | 0 | ·
CC(C)NC(=O)c1ccc(COc2cc(Cl)ccc2Cl)o1 | -1 | -4 | 0 | -4 | 0 | 2 | 7 | -3 | i
COC1(OC)N=C(N)C2(C#N)C(c3ccc4c(c3)OCO4)C12C#N (configuration not stated) | 5 | 7 | 32 | -6 | -9 | 0 | -8 | -4 | i
Cc1ccc(N2C(=O)CC(Sc3ncccc3C(=O)O)C2=O)cc1 (configuration not stated) | -1 | -15 | -6 | 7 | -1 | 2 | 1 | 3 | i
CCOCCCn1c(=N)c(C(=O)NCCN2CCOCC2)cc2c(=O)n3cccc(C)c3nc21 | 0 | 7 | 6 | -14 | -3 | -13 | -6 | 6 | ·
O=C(CN1C(=O)c2ccc([N+](=O)[O-])cc2C1=O)Nc1nccs1 | -9 | 8 | -2 | 0 | -14 | 4 | 12 | 8 | i
OC(COc1ccc(-c2ccccc2)cc1)CN1CCCCC1 (configuration not stated) | -7 | -4 | 23 | -2 | -1 | 0 | -9 | 5 | i
CC(C)N(C(=O)N1CCC(c2nc(-c3ccncc3)no2)CC1)C(C)C | 6 | -1 | 13 | -8 | -2 | -2 | 0 | 1 | i
Cc1cccc(CN(C)C[C@H]2OCc3cnnn3CCCC(=O)N([C@@H](C)CO)C[C@@H]2C)c1 | -8 | 6 | -4 | -19 | -2 | -1 | -4 | 1 | i
COc1ccc(/C=N/NC(=S)Nc2ccccc2[N+](=O)[O-])cc1O | -3 | 29 | 4 | 0 | -6 | -5 | 12 | -1 | i
Nc1ccc(C(=O)C(=O)c2ccccc2)cc1 | -7 | -16 | 7 | 0 | -3 | -7 | -1 | 5 | i
O=C(CN1CCc2ccccc2C1)Nc1cccc(S(=O)(=O)N2CCOCC2)c1 | -3 | -8 | -21 | 4 | -5 | 1 | 2 | 3 | i
Nc1ncnc2c1ncn2[C@@H]1O[C@H](C(=O)NCCCN2CCCC2=O)[C@@H](O)[C@H]1O | -12 | 8 | -2 | -2 | -9 | 1 | -8 | · | i
O=C(N/N=C/c1ccc2c(c1)OCO2)c1ccc2ccccc2n1 | -3 | 7 | 2 | -4 | -1 | 0 | 13 | 2 | i
COC(=O)CN1C(=O)[C@H]2[C@@H](c3ccc(C)o3)N3C(=O)CN(Cc4ccccn4)C(=O)[C@@]3(Cc3ccccc3)[C@H]2C1=O | -4 | -7 | 5 | 7 | 4 | 2 | -3 | -3 | i
Cc1oc(-c2ccccc2Cl)nc1CS(=O)(=O)CC(=O)NC(C)c1ccccc1 (configuration not stated) | 1 | -8 | -3 | 2 | -2 | 0 | 0 | 3 | i
CCOC(=O)c1nnn(CC(=O)Nc2ccccc2)c1C(=O)OCC | -4 | -12 | -2 | -1 | -5 | -1 | 0 | 0 | i
CCOc1ccc(S(=O)(=O)N2CCC(C(=O)N3CCN(Cc4ccccc4)CC3)CC2)cc1 | 9 | 5 | -12 | -7 | 0 | 3 | 4 | 1 | i
COc1ccccc1C(O)c1ncc(-c2ccc(Cl)cc2)[nH]1 (configuration not stated) | -7 | 14 | -10 | -5 | -3 | 2 | -2 | 8 | i
Cn1c(N)c(C(=O)COC(=O)CNC(=O)c2ccccc2Cl)c(=O)n(C)c1=O | 0 | 3 | -1 | 4 | 2 | 2 | -11 | -3 | i

Assay outcomes as filed in PubChem BioAssay.
